Screening results (PubChem)
GPT2 inh: blocks human glutamate pyruvate transaminase 2 | 100,000 tested, 0.25% active | Q8TD30 | Potency, µM (titrated, usually from 57.7 µM), for inactives: at the top dose activity change, negative = inhibition, usual class: inhibitors | Recombinant GPT2, coupled pyruvate oxidase/HRP Amplex Red fluorescence; also: potency is read from the fitted curve at half-maximal effect; nearly all actives have a fitted effect of over 60% in size; many of its hits are not listed in these tables
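Fluorescence read-out: pyruvate from GPT2 turnover coupled to pyruvate oxidase, HRP and Amplex Red (0.2mM ThPP, 0.2U/mL PO and HRP, 50uM Amplex final). Substrates 250uM a-KG, 2mM L-alanine; enzyme 10ng/uL; 30 min RT.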
IP6K1 inhibitor: blocks human inositol hexakisphosphate kinase 1. Q92551. IP6K1 kinase, ADP-Glo luminescence, 2 h; stronger effect = lower value. activity change, % (series mostly up to about 58 µM). 140,000 tested, 0.81% active; in the data active = activity change below about -25%
Target sequence (Q92551 whole entry, looked up): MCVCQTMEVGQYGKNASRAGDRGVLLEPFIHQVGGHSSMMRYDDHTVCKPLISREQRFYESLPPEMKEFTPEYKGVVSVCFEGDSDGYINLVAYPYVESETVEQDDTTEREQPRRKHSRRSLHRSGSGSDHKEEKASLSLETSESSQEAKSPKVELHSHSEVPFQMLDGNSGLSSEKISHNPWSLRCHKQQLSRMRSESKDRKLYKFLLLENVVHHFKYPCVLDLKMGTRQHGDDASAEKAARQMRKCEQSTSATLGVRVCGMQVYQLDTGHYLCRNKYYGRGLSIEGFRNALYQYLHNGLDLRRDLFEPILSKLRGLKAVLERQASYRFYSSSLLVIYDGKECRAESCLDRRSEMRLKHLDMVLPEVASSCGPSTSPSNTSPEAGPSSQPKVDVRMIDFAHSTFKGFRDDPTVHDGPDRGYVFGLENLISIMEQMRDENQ
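ADP-Glo luminescence measures ADP made by human IP6K1 during a 2 h RT reaction with ATP/IP6 (mix at 1.3 mM/130 uM); top library doses 57.5 and 19.1 uM final.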
SNCA expr inh: inhibitors of alpha-synuclein (SNCA) gene expression; HEK-293 SNCA-luciferase knock-in, luminescence, 24 h; Potency, µM (series often up to 57.2 µM), without a hit: top-dose activity change, negative = inhibition, actives largely listed as inhibitors; 140,000 tested, 0.17% active; AID 1671194;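 also: potency is read from the fitted curve at half-maximal effect; plate controls were DMSO cells for no effect and cell-free wells for full effect; nearly all actives have a fitted effect of over 45% in size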
FLuc inh: blocks purified firefly luciferase enzyme activity | P08659 | purified P. pyralis luciferase, luminescence, biochemical | Potency, µM (highest dose often 115 µM), for the others: at the highest dose activity change, negative = inhibition, actives largely listed as inhibitors | 76,000 tested, 2.5% active | AID 1347043; also: potency is read from the fitted curve at half-maximal effect; nearly all actives have a fitted effect of over 65% in size
Target sequence (P08659 whole entry, looked up): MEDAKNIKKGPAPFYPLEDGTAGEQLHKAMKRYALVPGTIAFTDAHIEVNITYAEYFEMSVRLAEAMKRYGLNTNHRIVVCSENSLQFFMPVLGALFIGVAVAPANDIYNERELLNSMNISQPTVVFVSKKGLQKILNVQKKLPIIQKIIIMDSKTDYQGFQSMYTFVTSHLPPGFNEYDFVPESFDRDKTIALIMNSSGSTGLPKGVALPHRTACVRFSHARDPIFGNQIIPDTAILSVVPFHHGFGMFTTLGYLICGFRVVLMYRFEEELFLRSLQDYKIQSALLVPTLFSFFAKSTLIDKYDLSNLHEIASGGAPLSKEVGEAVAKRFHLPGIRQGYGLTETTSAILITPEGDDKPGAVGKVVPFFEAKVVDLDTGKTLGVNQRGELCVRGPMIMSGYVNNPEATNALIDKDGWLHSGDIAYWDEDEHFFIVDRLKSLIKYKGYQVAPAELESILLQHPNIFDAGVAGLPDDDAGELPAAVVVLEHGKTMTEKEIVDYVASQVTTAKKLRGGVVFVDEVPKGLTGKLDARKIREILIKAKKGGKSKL
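Purified P. pyralis luciferase (10nM final) in 50mM Tris acetate pH 7.5, 10mM Mg acetate, 0.01% Tween-20, 0.05% BSA with 10uM D-luciferin and 10uM ATP. Compounds titrated qHTS. Luminescence imaged on CCD.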
NIH3T3 tox: NIH 3T3 cell cytotoxicity. NIH 3T3 viability, CellTiter-Glo ATP luminescence, 48-72 h. 94,000 tested, 4.3% active. Potency, µM (titrated, usually from 96.7 µM), without a hit: at the highest dose activity change, negative = cytotoxicity, most hits filed as inhibitors; also: potency is read from the fitted curve at half-maximal effect; nearly all actives have a fitted effect of over 55% in size
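Viability of NIH 3T3 cells after 48 or 72 hr compound treatment at 37 °C was assessed by CellTiter-Glo, with luminescence imaged following a 10 min room-temperature step.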
HEK cytotox: cytotoxic compounds in HEK 293 cells; HEK 293 viability, ATP luminescence (CellTiter-Glo), 48-72 h; 94,000 tested, 6.6% active; AID 1345083; Potency, µM (highest dose often 115 µM), for the others: at the highest dose activity change, negative = cytotoxicity, hits mostly inhibitors; also: potency is read from the fitted curve at half-maximal effect; nearly all actives have a fitted effect of over 60% in size
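CellTiter-Glo luminescence (cellular ATP) was read after 48 or 72 hr of compound exposure at 37 degree Celsius. Cells were HEK 293 plated at 250 cells/well.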
SNCA viab count: counter-screen for SNCA expression inhibitors: cell viability | Potency, µM (top dose mostly 57.1 µM), for inactives: at the top dose activity change, negative = cytotoxicity, most hits filed as cytotoxic | HEK-293-SNCA-luc viability, GF-AFC fluorescence, 24 h | 150,000 tested, 0.12% active;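 also: potency is read from the fitted curve at half-maximal effect; 0% = DMSO-treated cells and -100% = medium-only wells without cells; nearly all actives have a fitted effect of over 30% in size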
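HEK-293-SNCA-luc cells (1500/well) plated 24 h, then exposed 24 h to a dilution series; GF-AFC added 30 min at 37C, fluorescence 405/540 nm; normalised to medium-only and DMSO wells, Hill fit.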
* = called active by the depositor; i = inactive; ? = inconclusive; . = not tested or not shown; [ ] = another dose, or the depositor's remark. Unless noted, calls follow the shape of the dose curve; as a rule, active = well fitted curve in the direction sought with a large enough effect; inconclusive = small, poorly fitted or top-dose-only effect, or another doubt; inactive = no such curve, though single readings can be large; an effect the other way counts as inactive or inconclusive. Unless noted, % is scaled to controls: 0 for no effect and ±100 for the full control effect. Some of the compounds tested, so the mix of outcomes need not match the whole.

No.	molecule	GPT2 inh	IP6K1 inhibitor	SNCA expr inh	FLuc inh	NIH3T3 tox	HEK cytotox	SNCA viab count
1	CC(C)Cc1nc2cccnc2n1C1CCNCC1	.	-33*	-7%	.	.	.	4%
2	COc1ccccc1NC(=O)Nc1ccc2n(c1=O)C[C@H]1C[C@@H]2CN(C2CCOCC2)C1	?	4	-6%	-29%	-24%	?	-8%
3	C#C[C@H]1CN2CC[C@H]1C[C@@H]2CNC(=O)Nc1cccc(C#N)c1	0%[88.5 µM]	-2	15%[87.6 µM]	-4%[172 µM]	-9%[174 µM]	-9%[172 µM]	-6%[87.6 µM]
4	O=C(NC[C@H]1C[C@@H]2CCN1C[C@@H]2CN1CCN(c2ncccn2)CC1)c1ccc(C(F)(F)F)cc1	i	4	12%	-4%	-24%	-17%	4%
5	O=C(c1ccco1)N1C[C@@H]2C[C@H](C1)c1c(-c3cccnc3)ccc(=O)n1C2	i	13	30%[activator][87.6 µM]	-2%[172 µM]	-1%[174 µM]	-1%[172 µM]	-4%[87.6 µM]
6	COc1ccc(-c2cc([C@H]3CN4CC[C@H]3C[C@@H]4CNC(=O)C3CC3)n(C)n2)cc1OC	i	-12	3%[87.6 µM]	-11%[172 µM]	-23%[174 µM]	-9%[172 µM]	8%[87.6 µM]
7	COc1cc2c(cc1OCC1CCCC1)N([S+](=O)([O-])c1ccc(Oc3ccccc3)cc1)CC21CCN(CC(=O)O)CC1	-17%	8	3%	-1%	?	?	1%
8	c1ccc(CN2C[C@H]3CCNC[C@H]32)cc1	2%	28	19%	6%	?	?	-8%[12.5 µM]
9	COc1ccc(S(=O)(=O)N2[C@H]3CC[C@@H]2c2cnc(-c4ccccc4)nc2C3)cc1	4%	10	-19%	8%	i	i	1%
10	COc1ccc(C(=O)N2CCC3(CC2)c2nccn2-c2ccccc2CN3C)cc1OC	i	4	17%	11%	-23%	-1%	-8%
11	CCc1[nH]c2ccc(OC)cc2c1CCN(C)C	i	0	.	.	.	.	-17%
12	CC(C)N1C[C@@H]2OCC(=O)N(Cc3ccccn3)[C@@H]2C1	i	-9	-4%[87.6 µM]	-3%[230 µM]	?	4%[230 µM]	3%[87.6 µM]
13	C=C[C@H]1CN2CC[C@H]1C[C@@H]2CNC(=O)Nc1cccc(C(F)(F)F)c1	-2%[88.5 µM]	-1	8%[87.6 µM]	13%[172 µM]	?	100µM*	4%[87.6 µM]
14	C[C@]12CC[C@H]3[C@@H](CCC4=CC(=O)CC[C@@H]43)[C@@H]1CC[C@@H]2OC(=O)CCc1ccccc1	2%	-7	-6%[25.6 µM]	.	.	.	-17%[23.9 µM]
15	CC(C)C1CN2CCCC2CN1 (stereo unspecified)	i	-9	-21%[87.6 µM]	.	i	3%[287 µM]	0%[87.6 µM]
16	OC(c1ccccc1)(c1ccccc1)C1CCNCC1	i	5	-3%[25.6 µM]	.	.	.	-25%[23.9 µM]
17	C=CCN(C)C[C@H]1CN2CC[C@H]1C[C@@H]2CNS(C)(=O)=O	-1%[88.5 µM]	-11	0%[87.6 µM]	4%[172 µM]	-19%[174 µM]	0%[172 µM]	-4%[87.6 µM]
18	COc1cc2c(cc1OC)[C@@]13CCN4CC5=CCO[C@H]6CC(=O)N2[C@H]1[C@H]6[C@H]5C[C@H]43	4%[27.3 µM]	-3	.	.	.	.	1%[23.9 µM]
19	CN1C[C@@H]2CN(c3ccc(-c4ccccc4)nn3)C[C@@H]2C1	-1%	18	.	.	.	.	21%
20	O=C(COc1ccccc1[N+](=O)[O-])N1CCN(CCc2ccncc2)CC1	.	-6	5%	.	.	.	0%
21	O=C(Nc1nccs1)[C@H]1CN2CC[C@H]1C[C@@H]2Cn1cc(-c2ccccc2)nn1	-2%[88.5 µM]	11	-22%[87.6 µM]	7%[172 µM]	-25%[174 µM]	-23%[172 µM]	-13%[87.6 µM]
22	CN1C2CCC1CC(OC(=O)N1Cc3ccccc3NC1=O)C2 (stereo unspecified)	0%	13	.	.	.	.	3%
23	O=C(NCc1ccccc1)[C@H]1CN2CCC1C[C@@H]2Cn1cc(C2(O)CCCCC2)nn1 (stereo partly specified)	-4%[88.5 µM]	16	3%[87.6 µM]	3%[172 µM]	0%[174 µM]	1%[172 µM]	-2%[87.6 µM]
24	Nc1ccc(Sc2ccc(N)cc2)cc1	?	24	61%	.	.	.	7%
25	Cn1nc2n(c1=O)CCC(NC(=O)c1nn(C)c3ccccc13)CC2 (stereo unspecified)	-18%	-12	-24%	-1%	-9%	i	10%
26	Cc1cccc(NC(=O)Cn2cc(C(=O)c3ccccc3)c3ccccc32)c1C	.	14	24%	.	.	.	-9%
27	CCc1nn(C)c(C(=O)NCc2ccc(Oc3ccc(C)cc3)cc2)c1Cl	i	15	.	.	.	.	-20%
28	CCC(C)(C#N)O[C@@H]1O[C@H](CO)[C@@H](O)[C@H](O)[C@H]1O (stereo partly specified)	i	-6	.	.	.	.	-3%
29	CC[C@H]1CN2CC[C@H]1C[C@@H]2CNC(=O)c1ccc2ccccc2c1	4%[88.5 µM]	-7	2%[87.6 µM]	-2%[172 µM]	?	?	-2%[87.6 µM]
30	CCOC(C(=O)OCCN(C)C)(c1ccccc1)c1ccccc1	3%	16	-26%[25.6 µM]	.	.	.	-11%[23.9 µM]
31	C=C(CO)C(=O)O[C@H]1CC(=C)[C@@H]2C[C@H](O)C(=C)[C@@H]2[C@H]2OC(=O)C(=C)[C@@H]21	3%[27.3 µM]	-6	.	.	.	.	-41%
32	Cc1noc(C)c1C(=O)N1C2CCC1CN(Cc1cccnc1)C2	-7%	22	-2%	.	?	-30%	-1%
33	CC(C)N1C[C@@H]2OCC(=O)N(Cc3cccnc3)[C@@H]2C1	-3%[88.5 µM]	5	-23%[87.6 µM]	1%[230 µM]	-16%[230 µM]	-2%[230 µM]	4%[87.6 µM]
34	C#C[C@H]1CN2CC[C@H]1C[C@@H]2CNCc1ccc(C(F)(F)F)cc1	-5%[88.5 µM]	2	4%[87.6 µM]	-1%[172 µM]	-26%[174 µM]	?	-6%[87.6 µM]
35	O=C1C[C@@H]2CCN(C3COC3)C[C@@H]2CCN1	-4%[88.5 µM]	3	43%[activator][87.6 µM]	.	i	i	8%[87.6 µM]
36	COCC(=O)NC[C@H]1C[C@@H]2CCN1C[C@@H]2c1cc(-c2ccc3ccccc3c2)nn1C	-4%[88.5 µM]	3	3%[87.6 µM]	?	35µM*	50µM*	-10%[87.6 µM]
37	N#Cc1cccc(NC(=O)NC[C@H]2C[C@@H]3CCN2C[C@@H]3CN2CCOCC2)c1	-4%[88.5 µM]	-11	12%[87.6 µM]	1%[172 µM]	-27%[174 µM]	-21%[172 µM]	2%[87.6 µM]
38	Cc1ccc(NC(=O)Cn2cc(C(=O)c3ccccc3)c3ccccc32)cc1	.	-4	14%	.	.	.	-5%
39	COc1ccc(-c2cc([C@H]3CN4CC[C@H]3C[C@@H]4CO)n(C)n2)cc1	3%[88.5 µM]	-5	-14%[87.6 µM]	-6%[172 µM]	2%[174 µM]	-3%[172 µM]	1%[87.6 µM]
40	O=C(NC1CC1)[C@H]1CN2CCC1C[C@@H]2Cn1cc(CCO)nn1 (stereo partly specified)	5%[88.5 µM]	8	0%[87.6 µM]	-21%[172 µM]	-19%[174 µM]	0%[172 µM]	1%[87.6 µM]

Next section, starting with the last 2 of the part before.
No.	molecule	GPT2 inh	IP6K1 inhibitor	SNCA expr inh	FLuc inh	NIH3T3 tox	HEK cytotox	SNCA viab count
39	COc1ccc(-c2cc([C@H]3CN4CC[C@H]3C[C@@H]4CO)n(C)n2)cc1	3%[88.5 µM]	-5	-14%[87.6 µM]	-6%[172 µM]	2%[174 µM]	-3%[172 µM]	1%[87.6 µM]
40	O=C(NC1CC1)[C@H]1CN2CCC1C[C@@H]2Cn1cc(CCO)nn1 (stereo partly specified)	5%[88.5 µM]	8	0%[87.6 µM]	-21%[172 µM]	-19%[174 µM]	0%[172 µM]	1%[87.6 µM]
41	C=CCC1([C@H](C)CCC)C(=O)NC(=O)NC1=O	?	-3	-26%	.	.	.	55%
42	O[C@H]1[C@H](NCC2CCCC2)[C@@H](c2ccccc2)C[C@H]1O	-1%[88.5 µM]	-4	-4%[87.6 µM]	0%[230 µM]	-14%[230 µM]	?	-14%[87.6 µM]
43	Oc1ccc2[nH]cc(CCCCN3CC=C(c4ccccc4)CC3)c2c1	3.5µM*	6	-49%[25.6 µM]	.	.	.	12%[23.9 µM]
44	C=CCN(C)C[C@H]1CN2CC[C@H]1C[C@@H]2CNC(=O)Nc1cccc(C#N)c1	2%[88.5 µM]	-9	-16%[87.6 µM]	9%[172 µM]	-24%[174 µM]	-2%[172 µM]	-18%[87.6 µM]
45	COc1ccc(C)cc1NC(=O)N(Cc1ccc2c(c1)OCO2)C1CCN(Cc2ccccc2)CC1	.	-12	14%	.	.	.	-6%
46	NCC(O)c1ccc(O)cc1 (stereo unspecified)	-7%	13	6%	.	.	.	2%
47	c1ccc(CN2CCNCC2)cc1	3%[192 µM]	-16	50%[87.6 µM]	.	.	.	85%[87.6 µM]
48	O=C1CC(c2ccccc2Br)c2c(c3ccccc3oc2=O)O1 (stereo unspecified)	.	-6	-1%	.	.	.	-12%
49	O=C([C@H]1CN2CC[C@H]1C[C@@H]2Cn1cc(CO)nn1)N1CCOCC1	i	22	55%[activator][87.6 µM]	0%[172 µM]	3%[174 µM]	1%[172 µM]	-1%[87.6 µM]
50	Nc1c(C(=O)Nc2ccc(OC(F)(F)F)cc2)sc2nc3c(cc12)N1CCC3CC1	.	-6	8%	.	.	.	19%
51	O=C(NC1CC1)[C@H]1CN2CCC1C[C@@H]2Cn1cc(CSc2ccccc2)nn1 (stereo partly specified)	4%[88.5 µM]	11	27%[87.6 µM]	-11%[172 µM]	-13%[174 µM]	-13%[172 µM]	-5%[87.6 µM]
52	C=C(C)[C@H]1Cc2c(ccc3c2O[C@@H]2COc4cc(OC)c(OC)cc4[C@@H]2C3=O)O1	2%	-6	?	.	.	.	-15%
53	C[C@@H](CN1CCC2(CC1)C(=O)NCN2c1cccc(F)c1)NC(=O)c1ccc(Br)cc1	i	9	.	.	.	.	-24%
54	N[C@@H](Cc1ccc(N(CCCl)CCCl)cc1)C(=O)O	1%	30	0%	.	.	.	-22%
55	C[C@@H]1C[C@@H](O)[C@]2(O)O[C@@H]3C[C@@]4(C=O)C(CC[C@@H]5C4CC[C@]4(C)[C@@H](C6=CC(=O)OC6)CC[C@]54O)C[C@H]3O[C@@H]2O1 (stereo partly specified)	i	18	.	.	.	.	?
56	COc1ccc(-c2cc([C@H]3CN4CC[C@H]3C[C@@H]4CNS(=O)(=O)c3ccccc3)n(C)n2)cc1	?	-10	?	-4%	-18%	i	2%
57	COc1cccc(-n2c(/C=C/c3ccccc3O)nc3ccccc3c2=O)c1	.	7	?	.	.	.	-21%
58	C[C@H]1CCCC=CC2C[C@H](O)C[C@@H]2[C@H](O)C=CC(=O)O1 (stereo partly specified)	0%	.	?	.	.	.	?
